SV40 large T antigen: SV40 large T antigen inhibitors, biochemical (AID 1903). one-dose inhibition, % at 20 µM; IC50 in µM for titrated hits. hit rate 0.39% among 310,000. SV40 large T antigen ATPase/helicase inhibition assay; higher % means a stronger effect; in the data active = a potency from the dose series; inconclusive = inhibition mostly from about 32% at the one dose, without a potency; inactive = the rest, 99 in 100 with inhibition below about 32%; also: strong numbers were not always called active
MgcRacGAP inhibition: MgcRacGAP GTPase-activating activity inhibitors, confirmation, biochemical, ADP Hunter fluorescence | MgcRacGAP-stimulated Rac1 GTP hydrolysis, ADP Hunter fluorescence; higher % means a stronger effect; GST-tagged Rac1 F28L mutant substrate | inhibition, % at 30 µM, or IC50 in µM where a hit was titrated | hit rate 0.6% among 340,000 | AID 624330;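 active = first-screen hits whose inhibition reached a set limit at any dose in the follow-up dose series; inconclusive = inhibition above the set first-screen limit but never retested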;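 also: fluorescence reports GDP produced by GAP-driven GTP hydrolysis; strong numbers were not always called active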
NTR1 agonist: agonists of NTR1, primary screen, imaging, U2OS cells, beta-arrestin-GFP, high content (AID 493036); NTR1-U2OS beta-arrestin-GFP spot imaging, agonist mode; activation, % at 20 µM; hit rate 0.17% among 330,000;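 active = activation at or above 40% of the spot to cytoplasm intensity ratio, with at least 20 cells analyzed; inconclusive = wells under 20 cells, flagged as cytotoxic or low count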;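 also: 0% = DMSO without peptide and 100% = 100 nM NTR1 peptide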
Target sequence (P30989 whole entry, looked up): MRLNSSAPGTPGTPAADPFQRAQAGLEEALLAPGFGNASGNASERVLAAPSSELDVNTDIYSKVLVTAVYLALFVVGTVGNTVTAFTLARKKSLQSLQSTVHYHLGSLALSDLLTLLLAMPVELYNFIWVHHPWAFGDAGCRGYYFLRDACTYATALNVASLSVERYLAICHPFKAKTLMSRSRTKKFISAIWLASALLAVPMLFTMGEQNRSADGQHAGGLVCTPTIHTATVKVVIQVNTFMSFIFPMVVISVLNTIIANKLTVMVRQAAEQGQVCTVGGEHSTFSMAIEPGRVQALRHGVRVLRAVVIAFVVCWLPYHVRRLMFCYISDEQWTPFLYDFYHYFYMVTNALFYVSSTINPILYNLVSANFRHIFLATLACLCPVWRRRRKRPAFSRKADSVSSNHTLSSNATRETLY
NS5 inhibitors: Dengue-2 NS5 methyltransferase inhibitors, primary screen, biochemical, confirmation dose response (AID 588689); Dengue-2 NS5 methyltransferase capping enzyme assay, biochemical; higher % means a stronger effect; one-dose inhibition, % at 25 µM; IC50 in µM for titrated hits; hit rate 0.3% among 340,000; in the data active = a potency from the dose series; inconclusive = inhibition above about 29% without an active follow-up result
NTR1 agonist cell count 20 µM: second read-out of NTR1 agonist, no call of its own (marks repeat the call); cell count; measured here: cell count, cytotoxicity flag
NS5 inhibitors pilot replicate: recorded beside NS5 inhibitors, whose call it bears; inhibition, %; measured here: pilot screen replicate inhibition
* hit, by the source's call; ? = inconclusive; . = no result given. Some of the compounds tested; rates above refer to the full screens.

SMILES	SV40 large T antigen	MgcRacGAP inhibition	NTR1 agonist	NTR1 agonist cell count 20 µM	NS5 inhibitors	others
CN(C)c1ccc(C=O)c(Oc2ccccc2)c1	.	7%	.	.	-1%
O=C(COc1ccc(Br)cc1)NNC(=O)Cc1ccc(S(=O)(=O)N2CCOCC2)s1	.	5%	.	.	1%
Cc1ccc(S(=O)(=O)C=CS(=O)(=O)c2ccc(C)cc2)cc1	.	5%	.	.	-21%
CCOC(=O)c1[nH]c2c(OCC)nc(OCC)nc2c1Br	.	0%	.	.	5%
COc1ccc(S(=O)(=O)N(C)C[C@@H]2OCc3cnnn3CCCC(=O)N([C@H](C)CO)C[C@@H]2C)cc1	.	12%	.	.	-2%
O=C1Cc2c(-c3ccccc3)cc(-c3cccc(Cl)c3)nc2-c2ccccc2N1	.	4%	.	.	-2%
Cn1c(O)c(N=NC(=O)Cc2c[nH]c3ccccc23)c2ccccc21	.	2%	.	.	-1%
COc1ccc(-n2cnc(=S)[nH]c2=S)cc1	.	46%	.	.	-8%
CC(O)(Cc1ccccn1)Cc1ccccn1	.	-6%	.	.	0%
CN(CCCn1ccc(NC(=O)OCc2ccccc2)nc1=O)CCc1ccccn1	.	9%	.	.	4%
COC(=O)c1cc(N/C(N)=N/c2nc(C)cc(C)n2)cc(C(=O)OC)c1	.	3%	.	.	1%
CC(NCC(=O)NC(=O)NCCC1=CCCCC1)c1ccc(S(N)(=O)=O)cc1 (stereo not drawn)	.	18%	.	.	-4%
CN(Cc1cnc2nc(N)nc(N)c2n1)c1ccc(C(=O)NC(CCC(=O)O)C(=O)O)cc1 (stereo not drawn)	.	6%	.	.	?
NS(=O)(=O)c1ccc(CCNC(=O)C2CCCN2C(=O)c2cccs2)cc1 (stereo not drawn)	.	1%	.	.	3%
CCCn1c(SC(C)C(=O)NC2CCCC(C)C2C)n[nH]c1=O (stereo not drawn)	.	9%	.	.	-2%
O=C(COC(=O)c1ccccc1Cl)NCc1cccs1	.	14%	.	.	-5%
C[C@H]1CN([C@@H](C)CO)C(=O)CCCn2nncc2CO[C@@H]1CN(C)S(=O)(=O)c1cn(C)cn1	.	14%	.	.	-10%
CCC(CC)CN1CCC(CN2C(=S)NC[C@@H]2[C@@H](C)CC)CC1	.	14%	.	.	-5%	NS5 inhibitors pilot replicate=0.0
COc1ccc2c(c1)C(=O)CC(c1ccccc1)O2 (stereo not drawn)	.	5%	.	.	2%
Cc1nc(Cc2ccccc2)sc1CC#N	.	-3%	.	.	-4%
Cc1ccc(C2(C)NC(=O)N(CC(=O)Nc3cc(S(=O)(=O)N4CCOCC4)ccc3OC(C)C)C2=O)cc1 (stereo not drawn)	.	3%	.	.	-1%
CC(=O)Nc1c(Br)cc2c(c1Br)Cc1cc([N+](=O)[O-])ccc1-2	.	-3%	.	.	7%
COCC(=O)N(C)C[C@H]1Oc2cc(Br)ccc2S(=O)(=O)N([C@H](C)CO)C[C@H]1C	.	14%	.	.	3%
CN(CC(=O)Nc1cccc(S(=O)(=O)N(C)c2ccccc2)c1)Cc1cccs1	.	11%	.	.	1%
O=C(Nc1ccn(CCCN2CCN(c3ccccn3)CC2)c(=O)n1)OCc1ccccc1	.	11%	.	.	-1%	NS5 inhibitors pilot replicate=-7.6

Continuation.
SMILES	SV40 large T antigen	MgcRacGAP inhibition	NTR1 agonist	NTR1 agonist cell count 20 µM	NS5 inhibitors	others
CCOC(=O)C1CCN(CCCSc2ccccc2)CC1	5%	3%	.	.	-8%
C=CCOc1cccc(C(=O)N(C)C2CCCN(Cc3ccccc3F)C2)c1 (stereo not drawn)	3%	-2%	.	.	-8%
COc1cccc(CC2(CO)CCCN(Cc3ccc(OC(F)F)cc3)C2)c1 (stereo not drawn)	14%	-1%	.	.	-10%
CCOC(=O)C(C)N1CC(=O)N(c2ccccc2)C1=O (stereo not drawn)	8%	4%	.	.	-2%
CCN(CCO)C(=O)c1ccc2nc(Cc3ccc(OC)cc3)oc2c1	8%	8%	.	.	-8%
O=C(NCCCN1CCOCC1)c1cccc(NC(=O)c2ccccc2)c1	8%	5%	.	.	-4%
CCOC(=O)C1(CCOc2ccccc2)CCN(Cc2ccc(OC)cc2)CC1	15%	4%	.	.	-17%
c1cc(-c2n[nH]c(-c3ccncc3)n2)ccn1	8%	4%	.	.	-6%
Nc1cc(N)nc(SCC(=O)NC2CCCCCCC2)n1	.	2%	2.6	66	-11%
COc1ccc(N2CC(C(=O)Nc3ccc(S(=O)(=O)Nc4nccs4)cc3)CC2=O)c(OC)c1 (stereo not drawn)	.	5%	4.0	58	-2%
COCCCNC(=O)C[C@H]1C[C@H](C(=O)N(C(C)C)C(C)C)[C@@]2(C)c3[nH]c4ccc(Cl)cc4c3CCN2C1=O	.	4%	0.0	45	5%	NS5 inhibitors pilot replicate=-2.1
COc1ccc(N2C(=O)N3[C@@H]4c5ccccc5OC[C@@H]4[C@@H](c4ccccc4)[C@@]3(C)C2=O)cc1	.	5%	-1.0	52	0%
CC(C)(C)CNC(=O)c1cccc2c1C(=O)c1ccc(-c3cc4ccccc4o3)cc1S2(=O)=O	.	7%	6.6	52	6%
Cc1ccc(S(=O)(=O)N2CCC[C@H]2C(=O)OCCN2C(=O)c3ccccc3C2=O)cc1	.	9%	0.2	83	1%
COc1ccc(S(=O)(=O)N(C)C[C@H]2Oc3c(NC(=O)C4CC4)cccc3C(=O)N([C@H](C)CO)C[C@@H]2C)cc1	.	14%	-0.3	64	-3%
CCc1cc(Cn2nc(-c3ccccc3C)cc2C(=O)O)on1	.	10%	3.1	57	3%
CN(c1ccccc1)S(=O)(=O)c1cc(C(=O)NCCCn2ccnc2)ccc1Cl	.	5%	-1.7	116	4%
O=C(NC1CC1)C1CCN(S(=O)(=O)c2cc([N+](=O)[O-])ccc2Cl)CC1	.	16%	0.9	59	5%
O=S(=O)(Nc1ccc2c(c1)OCO2)c1cccc(Br)c1	.	4%	-1.0	51	-5%
Cc1ccc(S(=O)(=O)NCC(=O)OCc2cc(=O)oc3c(C)c(C)ccc23)cc1C	.	3%	1.9	68	-4%
Cn1nc(C(=O)Nc2cccc(C(=O)NC3CC3)c2)c2ccccc2c1=O	.	4%	-0.5	85	-5%
Cc1noc(C)c1COc1ccc(C(=O)N2CC(C)CC(C)C2)cc1 (stereo not drawn)	.	0%	-0.8	87	-1%
O=C(NCc1cccc(Cl)c1)c1cccc(S(=O)(=O)N2CCCCC2)c1	.	3%	-0.6	87	-1%
O=C1c2ccccc2-c2n[nH]c3cccc1c23	.	5%	3.9	87	18%
C[C@H]1CN([C@@H](C)CO)C(=O)c2cccc(NC(=O)Nc3ccc(C(F)(F)F)cc3)c2O[C@@H]1CN(C)S(=O)(=O)c1ccccc1	.	8%	15	52	-9%	NS5 inhibitors pilot replicate=-7.3

Gathered by group, those above with an NH in an aromatic ring (seven)
SMILES	SV40 large T antigen	MgcRacGAP inhibition	NTR1 agonist	NTR1 agonist cell count 20 µM	NS5 inhibitors	others
CCOC(=O)c1[nH]c2c(OCC)nc(OCC)nc2c1Br	.	0%	.	.	5%
Cn1c(O)c(N=NC(=O)Cc2c[nH]c3ccccc23)c2ccccc21	.	2%	.	.	-1%
COc1ccc(-n2cnc(=S)[nH]c2=S)cc1	.	46%	.	.	-8%
CCCn1c(SC(C)C(=O)NC2CCCC(C)C2C)n[nH]c1=O (stereo not drawn)	.	9%	.	.	-2%
c1cc(-c2n[nH]c(-c3ccncc3)n2)ccn1	8%	4%	.	.	-6%
COCCCNC(=O)C[C@H]1C[C@H](C(=O)N(C(C)C)C(C)C)[C@@]2(C)c3[nH]c4ccc(Cl)cc4c3CCN2C1=O	.	4%	0.0	45	5%	NS5 inhibitors pilot replicate=-2.1
O=C1c2ccccc2-c2n[nH]c3cccc1c23	.	5%	3.9	87	18%

Next section:
SMILES	SV40 large T antigen	MgcRacGAP inhibition	NTR1 agonist	NTR1 agonist cell count 20 µM	NS5 inhibitors	others
CCN1C(=O)[C@H]2[C@@H](c3ccc(-c4ccc(C(C)=O)cc4)c(OC)c3)N3CCCC[C@@]3(C(=O)OC)[C@H]2C1=O	.	5%	-0.5	54	1%
N#Cc1ccc(C(=O)N(Cc2ccco2)c2c(N)n(Cc3ccccc3)c(=O)[nH]c2=O)cc1	.	8%	2.3	63	-5%
O=C(NN1C(=O)NC2(CCCCC2)C1=O)c1ccc(Cl)s1	.	0%	-0.6	63	-1%
N#Cc1ccc(CN2CCN(CC(=O)Nc3ccccc3C(=O)NC3CC3)CC2)cc1	.	1%	0.5	50	-7%
COc1ccc(CCC(=O)Nc2ccc(S(=O)(=O)N3CCCC3)cc2)cc1OC	.	2%	0.5	53	-6%
CCc1ccc(N2CC(C(=O)OCC(=O)Nc3ccc(C#N)cc3)CC2=O)cc1 (stereo not drawn)	.	3%	-0.6	41	-4%
CN(C)c1ccc(S(=O)(=O)N2CCC(Cc3ccccc3)CC2)cn1	.	6%	2.5	48	-1%
CC(OC(=O)C1CCN(c2ccc(C(F)(F)F)cn2)CC1)C(=O)Nc1cccc([N+](=O)[O-])c1 (stereo not drawn)	.	10%	3.6	58	-5%
CC1CCN(C(=O)c2nc[nH]c2C(=O)N2CCc3ccccc3C2)CC1	.	14%	1.0	64	1%
Cc1ccc(S(=O)(=O)NC2CCCCC2)cc1C(=O)N1CCC(C(N)=O)CC1	.	7%	0.0	51	4%
Cc1ccccc1OCCC(=O)OCC(=O)NCCc1ccc(S(N)(=O)=O)cc1	.	-1%	-3.0	63	-12%
CCOC(=O)c1c(C)[nH]c(C(=O)C(C)OC(=O)c2cnc(C)cn2)c1C (stereo not drawn)	.	5%	-0.6	60	-1%
CC(C)n1ncc2c(C(=O)Nc3cccc(S(=O)(=O)N(C)C)c3)cc(C3CC3)nc21	.	-1%	4.6	47	12%
CCOc1ccc(NC(=O)COC(=O)CNC(=O)c2ccc(-c3ccccc3)cc2)cc1	.	1%	0.2	65	0%
CC1(c2cccc(Br)c2)NC(=O)N(CC(=O)N2CCN(C(=O)c3ccco3)CC2)C1=O (stereo not drawn)	.	1%	0.1	53	-9%
CC(=O)Nc1ccc(Nc2cc(C)nc(Nc3ccc(NC(C)=O)cc3)n2)cc1	.	20%	0.9	70	-1%
Cc1noc(C)c1COc1cccc(C(=O)N(C)Cc2cccs2)c1	.	3%	0.1	68	-7%
CN1CCC(N(C)C(=O)c2cc(S(=O)(=O)N3CCOCC3)ccc2Cl)CC1	.	10%	1.8	61	-9%
CSc1ccc(Cl)c(C(=O)N2CCN(c3ncccn3)CC2)c1	.	3%	-0.3	50	-2%
COc1cc(C(CCN2CCOCC2)c2c(OC)cc(OC)c3c(-c4ccccc4)cc(=O)oc23)cc(OC)c1OC (stereo not drawn)	.	9%	3.8	59	-6%	NS5 inhibitors pilot replicate=-3.1
Cc1cc(=O)[nH]c2sc(C(=O)N3c4ccccc4CC3C)c(N)c12 (stereo not drawn)	.	6%	0.8	55	4%
N#Cc1ccccc1S(=O)(=O)N1CCN(CC(O)CN2CCOCC2)CC1 (stereo not drawn)	.	?	0.5	51	-3%
O=C(Nc1cccc(S(=O)(=O)NC2=NCCC2)c1)c1ccc(=O)[nH]c1	.	1%	-1.6	51	-4%
C[C@@H]1CN([C@@H](C)CO)C(=O)c2cccc(NS(=O)(=O)c3cccs3)c2O[C@H]1CN(C)Cc1ccc(C(F)(F)F)cc1	.	11%	-1.6	56	1%
CC(=O)c1ccc(S(=O)(=O)NCCC(=O)NC2CCN(Cc3ccccc3)CC2)cc1	.	7%	-0.7	66	-10%

The results go on:
SMILES	SV40 large T antigen	MgcRacGAP inhibition	NTR1 agonist	NTR1 agonist cell count 20 µM	NS5 inhibitors	others
COc1ccc(CCNC(=O)COC(=O)c2cc(Cl)nc(Cl)c2)cc1	.	-1%	-1.3	61	7%
COc1ccccc1NC(=O)c1ccc(NC(=O)CSc2nc(N)cc(=O)[nH]2)cc1	.	1%	2.0	57	-2%
Cc1ccc(C)c(N2N=C(C(=O)OCC(=O)N(C)c3ccccc3)CCC2=O)c1	.	0%	-0.5	61	-4%
Cc1ccnc(NC(=O)c2cccc(NC(=O)CC3SC(N4CCCCC4)=NC3=O)c2)c1 (stereo not drawn)	.	4%	2.5	90	-2%
COc1ccc(-c2oc3ccccc3c2C#CC(C)(C)O)cc1	.	8%	11	33	2%
COc1cccc(Nc2ccc(N3CCCCC3)cc2)c1OC	.	9.7µM*	0.6	51	?
NC(=O)c1cc(S(=O)(=O)N2CCOCC2)ccc1Sc1ccccc1N	.	4%	-0.2	66	-7%
O=S(=O)(c1cccc(C(F)(F)F)c1)N1CCN(S(=O)(=O)c2ccc3c(c2)OCCO3)CC1	.	11%	5.3	59	10%
COc1ccc(C(=O)OCC(=O)Nc2c(C)n(C)n(-c3ccccc3)c2=O)cc1OC	.	3%	2.8	55	-2%

From PubChem
